Screens as filed in PubChem BioAssay.
Myeloid diff 2: induction of myeloid progenitor differentiation, primary screen, cell-based, flow cytometry, MLPCN library | AID 624256, 2012 | ER-HoxA9 myeloid progenitors, lysozyme-GFP differentiation | calls only at 10 µM | 360,000 tested, 1% active;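 active = normalized GFP-positive differentiation at or above the plate's own cutoff, the solvent-only control mean plus 3 SD; inconclusive = no clear call, values can overlap the other calls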;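 also: cells exposed to compound for four days before flow analysis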
T cell HTS: modulators of CD8 T cell-vesicle binding, primary screen, mouse 2C CD8+ T cells, flow cytometry; 2C CD8+ T cell-vesicle binding; hits give low values; calls only at 7 µM; 330,000 tested, 0.068% active;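 active = response, share of CD8 T cells binding vesicles, and their 90th percentile fluorescence all below set limits, cut at about 80% in these data, passing the limit was not always enough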
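Test system: purified 2C TCR transgenic mouse naive CD8+ T cells. Probe or stimulus: QL9-peptide-loaded Drosophila micro-vesicles bearing Ld, ICAM-1 and B7-1. Incubation: binding step 1.5 h, 37 °C, antibody labelling 20 min, ice. Measured by: flow cytometry of vesicle-bound cells.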
Hep lipid drop: inhibitors of hepatocyte lipid droplet formation, primary screen, imaging, high-throughput imaging, BODIPY stain. 240,000 tested, 0.4% active. inhibition, % at 6.5 µM. AML12 mouse hepatocytes, oleate lipid droplets;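 active = lipid droplet intensity inhibited by at least 50%, with more than 500 cells counted; inconclusive = wells with under 300 cells, treated as cytotoxic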
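Material – AML12 mouse liver cells · Also added – oleate loading, 100 µM · Compound dosing – 6.5 µM single-point dosing · Times – overnight treatment with compound plus oleate · Measured by – fluorescence imaging, 20x objective, two fields per well · Read-out – percent inhibition of filter-corrected integrated lipid droplet intensity per well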
Hep lipid drop cells 6.5 µM: further read-out of Hep lipid drop, marked with its call; cell count; measured here: cell count, cytotoxicity flag;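 cells counted across two imaged fields per well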
T cell HTS vesicle-bound %: second read-out of T cell HTS, no call of its own (marks repeat the call); double positive events, %; measured here: CD8+ vesicle-bound cell fraction;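 binding gate set so that unloaded-vesicle control wells show 10% double positive cells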
Myeloid diff 2 GFP+ MAC1+ %: further read-out of Myeloid diff 2, marked with its call; GFP+ MAC1+ double positive, %; measured here: differentiation confirmed by MAC1 staining
The depositor's hits bear a star; i = inactive; ? = inconclusive; . = no result given; + = active, no number. This is a subset; count on the stated rates, not on these rows.

SMILES	Myeloid diff 2	Myeloid diff 2 GFP+ MAC1+ %	T cell HTS	T cell HTS vesicle-bound %	Hep lipid drop	Hep lipid drop cells 6.5 µM
CCOC(=O)C(=O)Nc1nc(-c2ccc3c(c2)CCN3C(=O)C2CC2)c(C)s1	i	0.6	i	4	-12	727
CCOc1cc(C(=O)NC(CC(=O)O)c2ccc(OC3CCCC3)cc2)cc(OCC)c1OCC (centres undefined)	i	0.2	i	53	13	799
CCOC(=O)CCSc1nc(N2CCOCC2)c2c(c1C#N)CC(C)(C)OC2	i	0.1	i	50	0	810
O=C(CN1C(=O)/C(=C/c2ccco2)SC1=S)Nc1ccc(O)c(C(=O)O)c1	?	.	i	14	-15	700
C/C(=N\NC(=O)c1ccc(N)cc1)C1CC1	i	2.5	i	21	24	645
Cn1c(=O)oc2cc(S(=O)(=O)N3CCC(C(=O)NCc4ccccc4)CC3)ccc21	i	3.1	i	41	0	716
COc1cc2ccccc2cc1C(=O)N1CCN(C(C)=O)CC1	i	2.1	i	59	5	658
Cc1ccc(CN2CCCN(Cc3c(F)cccc3Cl)S2(=O)=O)cc1	i	0.9	i	30	3	858
C/C(=N\Nc1nc(C(C)(C)C)cs1)c1ccccc1	i	0.7	i	54	0	829
COc1cc(C(=S)N2CCCCC2)ccc1OCC(=O)Nc1ccc(F)cc1	i	0.9	i	44	-24	816
Cc1ccc(-c2cc(C(=O)N3CCN(C(=O)c4ccco4)CC3)[nH]n2)cc1C	i	3.2	i	23	0	753
C/C=C/C(=O)OCc1csc(CC(=O)Nc2ccccc2C)n1	i	0.5	i	64	-2	713
COc1ccc(/C=C(\C#N)C(=O)OCC(=O)NCc2ccco2)cc1	i	4.8	i	15	-4	695
CCc1nnc(NS(=O)(=O)c2ccc(NC(=O)c3cccc([N+](=O)[O-])c3)cc2)s1	i	2.8	i	14	-1	588
O=C(CN(Cc1ccc(Cl)cc1)C(=O)CNS(=O)(=O)c1ccc(F)cc1)NCC1CCCO1 (centres undefined)	i	3.8	i	30	-14	816
Cc1ccc(CCNC(=O)Cc2ccc(NC3=NC4CS(=O)(=O)CC4S3)cc2)cc1 (centres undefined)	i	1.8	i	13	13	763
c1ccc(C2=NNC(c3ccccn3)=NN2)nc1	i	0.4	i	45	17	419
Cc1oc(-c2ccccc2Cl)nc1CS(=O)CC(=O)NCc1ccccc1Cl (centres undefined)	i	3.9	i	12	-4	692
COc1cccc(CN2CC(C(=O)N3CCCCCC3)CCC2=O)c1 (centres undefined)	i	0.7	i	41	2	672
Cc1cc(NCc2ccc(F)cc2)nc2cc(Cl)ccc12	i	0.4	i	22	-2	778
COC(=O)c1ccc(C2SCC(=O)N2Cc2ccccc2)cc1 (centres undefined)	i	0.7	i	23	1	839
COc1ccc(O)c(CN2CCCC(C(=O)Nc3cccc(-n4cccn4)c3)C2)c1 (centres undefined)	i	1.0	i	3	4	719
O=C(c1ccc(F)c(S(=O)(=O)N2CCOCC2)c1)N1CCc2ccccc21	i	2.3	i	64	1	864
Cc1cccc(C)c1OCCn1nnc2ccccc21	i	0.6	i	55	-9	830
O=C(NNC(=O)c1cccs1)c1ccc(Br)cc1	i	0.3	i	26	8	808
CCn1cc(C(=O)O)c(=O)c2cnc(N3CCN(C(=S)NC(=O)c4ccc(Cl)cc4Cl)CC3)nc21	i	4.1	i	19	8	847
COc1cccc(-c2noc(C3CCCN(C(=O)c4ccc(F)cc4)C3)n2)c1 (centres undefined)	i	1.2	i	60	-13	767
Cc1ccc(C(=O)COC(=O)CCN2C(=O)C3C4C=CC(C5CC45)C3C2=O)cc1 (centres undefined)	i	6.0	i	21	-12	774
O=C(Nc1ccc(S(=O)(=O)N2CCCCCC2)cc1)c1[nH]ncc1[N+](=O)[O-]	i	0.7	i	21	0	712
Cn1c(CCNC(=O)c2ccccc2F)nnc1SCC(=O)Nc1nncs1	i	2.3	i	28	6	736
C=CCn1c2ccccc2c(=O)c2cc(C#CC3(O)CCCCC3)ccc21	?	.	i	26	-2	761
COc1ccc(CN2CCNC(=O)C2CC(=O)NC2CCCCCC2)c(C)c1C (centres undefined)	i	0.5	i	46	-2	731
CC(C)(C)OC(=O)N1CCC(CC2CC(c3cccc(Br)c3)=NO2)(C(=O)O)CC1 (centres undefined)	i	1.7	i	25	-10	728
Cc1cccc(OCC(O)CN2CCNCC2)c1 (centres undefined)	i	0.5	i	58	-1	798
CCN(CC)CC(=O)Nc1sc(C)cc1C(=O)c1ccccc1	i	0.7	i	56	-6	803
COc1cccc(CNS(=O)(=O)c2c(C)[nH]c(C)c2C(=O)N2CCCCC2)c1	i	0.5	i	11	-2	784
COc1ccccc1CNC(=O)[C@H](C)NC(=O)C1CCN(C(=O)[C@@H](N)CC(C)C)CC1	i	2.9	i	34	-16	764
COc1ccc(CC(C)CC(=O)Nc2ccc(OC)cc2)cc1 (centres undefined)	i	0.9	i	10	13	831
O=S(=O)(Nc1ncccn1)c1cc(Cl)ccc1Cl	i	0.6	i	60	2	796
O=C(Nc1ccccc1)/C(=C/c1cccnc1)NC(=O)c1ccccc1	i	1.9	i	17	-2	754

Grouped by structure: those above containing four or more nitrogen atoms (8)
SMILES	Myeloid diff 2	Myeloid diff 2 GFP+ MAC1+ %	T cell HTS	T cell HTS vesicle-bound %	Hep lipid drop	Hep lipid drop cells 6.5 µM
Cc1ccc(-c2cc(C(=O)N3CCN(C(=O)c4ccco4)CC3)[nH]n2)cc1C	i	3.2	i	23	0	753
CCc1nnc(NS(=O)(=O)c2ccc(NC(=O)c3cccc([N+](=O)[O-])c3)cc2)s1	i	2.8	i	14	-1	588
c1ccc(C2=NNC(c3ccccn3)=NN2)nc1	i	0.4	i	45	17	419
COc1ccc(O)c(CN2CCCC(C(=O)Nc3cccc(-n4cccn4)c3)C2)c1 (centres undefined)	i	1.0	i	3	4	719
CCn1cc(C(=O)O)c(=O)c2cnc(N3CCN(C(=S)NC(=O)c4ccc(Cl)cc4Cl)CC3)nc21	i	4.1	i	19	8	847
O=C(Nc1ccc(S(=O)(=O)N2CCCCCC2)cc1)c1[nH]ncc1[N+](=O)[O-]	i	0.7	i	21	0	712
Cn1c(CCNC(=O)c2ccccc2F)nnc1SCC(=O)Nc1nncs1	i	2.3	i	28	6	736
COc1ccccc1CNC(=O)[C@H](C)NC(=O)C1CCN(C(=O)[C@@H](N)CC(C)C)CC1	i	2.9	i	34	-16	764

The listing picks up, repeating the three entries before the break.
SMILES	Myeloid diff 2	Myeloid diff 2 GFP+ MAC1+ %	T cell HTS	T cell HTS vesicle-bound %	Hep lipid drop	Hep lipid drop cells 6.5 µM
COc1ccc(CC(C)CC(=O)Nc2ccc(OC)cc2)cc1 (centres undefined)	i	0.9	i	10	13	831
O=S(=O)(Nc1ncccn1)c1cc(Cl)ccc1Cl	i	0.6	i	60	2	796
O=C(Nc1ccccc1)/C(=C/c1cccnc1)NC(=O)c1ccccc1	i	1.9	i	17	-2	754
c1ccc(CNc2nc(-c3cccnc3)nc3ccccc23)cc1	i	0.4	i	41	1	828
Cc1cc(Cl)ccc1C(=O)C1CCCN(C(=O)CCn2cncn2)C1 (centres undefined)	i	1.0	i	70	-2	739
COc1ccc(CN(C)C(=O)c2sccc2-c2ccccc2)c(OC)c1	i	1.1	i	9	-21	731
CC(C)c1ccc(C(=O)Nc2ccc(CN3CCOCC3)cc2)cc1	i	0.4	i	16	-1	764
O=C(Nc1ccccc1)C1C2CCCCC21 (centres undefined)	i	0.3	i	42	0	834
Cc1c(CCC(=O)NCCCn2ccnc2)c(=O)oc2cc3occ(C(C)(C)C)c3cc12	i	0.8	i	15	-2	698
Cc1cc(C)c2[nH]c(C)c(CN3CCCCCC3)c(=O)c2c1	+	17*	i	13	-3	808
Cc1ccc(N(C)S(=O)(=O)c2ccc3c(c2)CC(C)N3C(=O)C2CC2)cc1 (centres undefined)	+	8.5*	i	14	-30	696
COc1cc(CN2CCN(Cc3ccc4cc(F)ccc4n3)CC2CCO)cc(OC)c1 (centres undefined)	i	2.8	i	59	14	781
Cc1c(C)n(Cc2ccc(F)cc2)c2ccc(C(=O)NCCCN3CCOCC3)cc12	i	0.0	i	4	-6	710
O=[N+]([O-])c1ccccc1S(=O)(=O)N1CCN(C2CCN(Cc3ccccc3)CC2)CC1	i	1.1	i	17	3	678
CC(Oc1ccc2c3c(c(=O)oc2c1)CCC3)C(=O)NCc1ccccn1 (centres undefined)	i	1.3	i	4	-22	689
COc1ccc(NC(=O)CN(c2ccc(OC)cc2)S(=O)(=O)c2ccc(OC)c(OC)c2)cc1	i	0.7	i	40	2	835
O=C(NCCN1CCCCC1)c1ccc(F)cc1Cl	i	0.6	i	44	0	870
Cc1cc2ccccn2c1C(=O)c1ccc(C#N)cc1	i	0.5	i	12	7	857
CC(=O)N1c2ccc(S(=O)(=O)N3CCC(C(=O)Nc4cccc(C)c4)CC3)cc2CC1C (centres undefined)	i	3.2	i	8	-2	728
NC(=O)c1ccccc1NC(=O)CSc1cn[nH]n1	i	0.5	i	23	-1	803
COCCCNC(=S)N1CCN(C(c2ccccc2)c2ccccc2)CC1	i	0.8	i	69	-12	862
Cc1ccc(S(=O)(=O)N2CCN(C(=O)C(C)Cn3nc(C)c(C)c3C)CC2)cc1C (centres undefined)	i	0.7	i	45	-19	828
CN(C(=O)c1cc([N+](=O)[O-])ccc1N1CCCC1)C1CCCCC1	?	.	i	6	-8	536
CC(=O)c1c(C)[nH]c(C(=O)NCCc2c[nH]c3ccccc23)c1C	i	0.2	i	22	3	874
O=C1N=c2ccccc2=C1c1c(O)[nH]c2c(C(F)(F)F)cccc12	i	0.5	i	36	-3	801
CS(=O)(=O)N(CC(=O)N1CCCC1)c1ccccc1F	i	0.2	i	43	0	810
COc1cc(NC(=O)c2cc3c(CO)cnc(C)c3oc2=Nc2cccc(C(N)=O)c2)cc(OC)c1	i	0.4	i	52	-2	817
Cc1ccc(NC(=O)CNC(=O)N2CC(=O)Nc3ccccc32)cc1F	i	0.0	i	30	-10	745
O=C(Nc1ccccc1Cl)c1ccc(S(=O)(=O)NCC2CCCO2)cc1 (centres undefined)	i	0.0	i	31	-12	747
CC1CN(CC(=O)Nc2ccc(Br)cn2)CC(C)O1 (centres undefined)	i	0.5	i	53	5	809
CC(C)N(Cc1ccccc1)C(=O)c1ccc2c(c1)OCO2	i	0.8	i	36	-8	800
Cc1ccc(NS(=O)(=O)c2ccc3c(c2)NC(=O)C(C)C(=O)N3)c(Br)c1 (centres undefined)	i	2.5	i	14	5	797
CCCc1cc(C(=O)Nc2ccc(C(=O)c3ccccc3)cc2)n(C)n1	i	0.5	i	16	-2	655
Nc1nc(SCC(=O)NC2CCCCC2)n[nH]1	i	0.7	i	70	3	659
Cc1ccc(/C=C2/SC(=S)N(CCCC(=O)Nc3cc([N+](=O)[O-])ccc3O)C2=O)cc1	i	0.6	i	67	-1	800
COC(=O)c1ccc(Nc2nc3ccc(C)cc3n3cnnc23)cc1	i	0.8	i	12	6	816
COc1ccc(OC)c(NC(=S)Nc2ccccc2)c1	i	0.5	i	62	-2	832
COc1ccccc1CNC(=O)CNC(=O)[C@@H]1Cc2ccccc2CN1	i	4.9	i	15	6	650
CCCCNC(=O)c1cn(CC)c2ccc(S(=O)(=O)N3CCCC3)cc2c1=O	i	0.0	i	41	-3	672
COc1ccc(CN2CCCC(C(=O)Nc3cccc(-n4cccn4)c3)C2)c(F)c1 (centres undefined)	i	0.3	i	12	-47	653
O=C(NCc1cccnc1)c1ccc(NC(=O)c2ccc(Br)cc2)cc1	?	.	i	32	-12	795
CCc1ccccc1NC(=O)C1CCCN1C(=O)Nc1ccc(C)cc1 (centres undefined)	i	0.5	i	50	12	849
O=C(c1cccc(Cl)c1)N1CCN(C2CCCCC2)CC1	i	0.3	i	53	4	814
CCCOc1cccc(C2C(C(=O)c3cccs3)=C(O)C(=O)N2CCN2CCOCC2)c1 (centres undefined)	i	0.7	i	66	7	411
CN(Cc1ccc(F)cc1)C(=O)COc1ccc2ccccc2c1	i	0.8	i	48	-20	775
O=C(CSCc1nc2scc(-c3cccs3)c2c(=O)[nH]1)Nc1ccccn1	i	3.7	i	67	2	827
COc1ccc(-c2c(-c3ccc(OC)cc3O)nc(C)nc2C(F)(F)F)cc1	i	0.0	i	48	-23	776
CC(=O)N/C(=C/c1ccc2c(c1)OCO2)C(=O)N1CCOCC1	i	1.0	i	54	-1	785
